Source: PubChem BioAssay
PRMT1 inh: blocks human protein arginine methyltransferase 1; Q99873; recombinant PRMT1, activity-based probe fluorescence polarization; inhibition, % at 2.79 µM; 1.3% of 370,000 active; AID 652257;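 active means inhibition above about 21% made by adding two undisclosed values, limit read from the data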
Target sequence (Q99873 whole entry, looked up): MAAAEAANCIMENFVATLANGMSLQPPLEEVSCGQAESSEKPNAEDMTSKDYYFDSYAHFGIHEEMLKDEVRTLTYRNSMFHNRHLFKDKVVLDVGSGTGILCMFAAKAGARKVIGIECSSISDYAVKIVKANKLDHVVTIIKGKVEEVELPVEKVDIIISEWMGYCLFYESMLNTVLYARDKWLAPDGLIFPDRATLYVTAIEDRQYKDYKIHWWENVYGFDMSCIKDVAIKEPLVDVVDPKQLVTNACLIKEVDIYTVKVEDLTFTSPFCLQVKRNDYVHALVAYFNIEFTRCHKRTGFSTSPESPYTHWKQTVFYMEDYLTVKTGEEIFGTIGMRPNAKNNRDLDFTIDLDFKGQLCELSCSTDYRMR
SIAE inh: blocks human sialic acid acetylesterase. Q9HAT2. SIAE FP-Rh probe binding, fluorescence polarization. inhibition, % at 9.66 µM. 0.69% of 370,000 active;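 active means inhibition above a cutoff: mean of compounds within the control limits plus 3 SD of those, cut at about 17% in these data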;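 further: 0% = plate median of compound wells and 100% = probe without SIAE protein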
PG9 binder: binds the HIV-1 gp120 antibody PG9; TR-FRET gp120-PG9 antibody binding; inhibition, % at 6.7 µM; 0.43% of 360,000 active; AID 624416; in the data active means inhibition above about 8.5%
LEDGF integ inh: blocks HIV-1 LEDGF/p75-dependent DNA integration. TR-FRET IN-LEDGF/p75 DNA integration, Eu/Cy5. inhibition, % at 3.7 µM. 0.64% of 370,000 active;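 active means inhibition above the screen-wide mean plus 3 SD, cut at about 13% in these data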;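 further: signal is the Cy5 over europium emission ratio at 671 and 618 nm; 0% = plate median of compound wells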
TDP2 inh: TDP2 (human) inhibition, absorbance primary screen. recombinant TDP2, T5PNP hydrolysis, p-nitrophenol absorbance 415 nm. O95551. inhibition, % at 12.8 µM. 0.34% of 370,000 active;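 active means inhibition above the mean of all tested compounds plus 3 SD, set per campaign, cut at about 25% in these data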;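 further: 0% = DMSO with enzyme and 100% = buffer with substrate but no TDP2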
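Evaluation: % inhibition relative to enzyme-containing and enzyme-free wells. Material: recombinant human TDP2. Benchmarks: enzyme-free and DMSO wells. Timing: enzyme reaction with compound for 2 h at 37 °C. Compound dosing: 12.8 µM only. Measured by: p-Nitrophenol epi absorbance. Reagent: T5PNP substrate at 5 mM, a TopII-DNA adduct mimic. Replication: single well per compound.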
HTRA1 inhibitor: HTRA1 (human) protease inhibition; recombinant HTRA1, FP-rhodamine activity-based probe, fluorescence polarization; AID 504803; inhibition, % at 5.96 µM; Q92743; 0.5% of 340,000 active; in the data active means inhibition above about 36%;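 further: 0% = enzyme with DMSO and 100% = wells lacking enzyme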
NR1D1 modulator: modulates human Rev-erb alpha binding to DNA | activity, % at 10 µM | P20393 | Rev-erbα–FITC-DNA binding, fluorescence polarization, 90 min | 0.79% of 370,000 active;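 active means activity above about 14%, limit read from the data; passing the limit was not always enough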;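 further: 0% = DMSO wells with 35 nM protein and 100% = DMSO wells with 750 nM protein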
Target sequence (P20393 whole entry, looked up): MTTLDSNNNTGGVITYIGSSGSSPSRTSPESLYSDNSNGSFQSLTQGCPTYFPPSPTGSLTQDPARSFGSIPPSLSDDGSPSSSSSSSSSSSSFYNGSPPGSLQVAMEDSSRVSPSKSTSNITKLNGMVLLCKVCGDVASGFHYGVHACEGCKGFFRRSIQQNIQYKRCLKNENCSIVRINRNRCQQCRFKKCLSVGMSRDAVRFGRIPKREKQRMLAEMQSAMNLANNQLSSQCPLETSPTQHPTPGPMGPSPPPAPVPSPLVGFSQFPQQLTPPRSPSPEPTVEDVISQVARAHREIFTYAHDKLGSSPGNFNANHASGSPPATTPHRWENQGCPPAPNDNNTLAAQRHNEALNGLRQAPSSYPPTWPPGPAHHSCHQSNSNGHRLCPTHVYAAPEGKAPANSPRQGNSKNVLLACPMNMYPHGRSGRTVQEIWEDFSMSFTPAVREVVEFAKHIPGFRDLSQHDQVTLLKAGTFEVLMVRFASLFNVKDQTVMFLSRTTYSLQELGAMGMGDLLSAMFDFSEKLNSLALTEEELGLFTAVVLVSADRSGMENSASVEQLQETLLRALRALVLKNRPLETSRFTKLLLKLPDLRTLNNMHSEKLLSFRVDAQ
TCR-CD3 inh: inhibitors of human TCR-CD3 interaction. TAMRA-labeled TCR probe fluorescence, biochemical. inhibition, % at 9.4 µM. 0.37% of 360,000 active. AID 651800; in the data active means inhibition above about 19%;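 further: recombinant mutant TCR 2C K166C tagged with TAMRA read by polarization; 0% = receptor in buffer alone and 100% = receptor with positive control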
mABHD4 FP: ABHD4 (mouse) inhibition, primary FP screen; inhibition, % at 8.92 µM; 0.54% of 370,000 active; Q8VD66; purified mABHD4, FP-Rh probe fluorescence polarization;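 active means inhibition exceeding the mean over every tested compound plus 3 SD, cut at about 30% in these data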;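 further: 0% = plate median of compound wells and 100% = S159A mutant with DMSO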
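System: mouse ABHD4 enzyme, wild type / Medium: HEPES pH 7.0, NaCl, Pluronic buffer / Reagent: FP-Rh activity-based fluorescent probe / Control set: S159A mutant high control, sample median low control / Detection: fluorescence polarization with parallel and perpendicular emission, 525/598 nm / Schedule: 45 min + 60 min at 25 °C / Compound dosing: 8.92 µM, single dose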
rCAG RNA binder: molecules binding r(CAG) RNA repeats; r(CAG) RNA repeat, TO-PRO-1 dye displacement fluorescence; inhibition, % at 3 µM; 1.3% of 370,000 active;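 active means inhibition above the plate cutoff, the mean of all test compounds on that plate plus 3 SD, cut at about 35% in these data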;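 further: 0% = DMSO alone and 100% = 100 µM mitoxantrone as full dye displacement; higher means more dye released from RNA so lower well fluorescence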
* marks the source's active call; other numbers are inactive results; / = no result given. These rows are one share of the data; the hit share may differ from the screen's.

The first 10 compounds, ahead of the listing:
# | Molecule | NR1D1 modulator | LEDGF integ inh | HTRA1 inhibitor | SIAE inh | rCAG RNA binder | TDP2 inh | PRMT1 inh | TCR-CD3 inh | PG9 binder | mABHD4 FP
1 | O=C(Nc1ccc(Cl)cc1)c1ccc(OCC2CCCO2)cc1 (stereo not given) | -2 | 0 | 2 | 2 | -3 | -9 | -8 | 5 | 1.1 | -2
2 | Cc1ccc(Cn2nc(C)c(NC(=O)c3cc(C)no3)c2C)cc1 | 3 | 0 | -1 | -2 | -2 | 0 | 2 | -2 | 0.5 | -1
3 | Cc1ccc(N=C2N=C(N)c3ccccc32)c(C)c1 | 0 | -4 | 0 | 1 | 1 | 1 | 0 | 3 | -1.4 | -6
4 | O=C(O)CSc1nnnn1-c1ccccc1 | -1 | 0 | 2 | 3 | -1 | 4 | -2 | 0 | -1.2 | 0
5 | Cc1nnc(SCC(=O)Nc2cc(Cl)ccc2Cl)n1CC1CCCO1 (stereo not given) | 1 | -6 | 2 | -2 | -3 | -1 | 6 | 0 | -2.9 | -1
6 | Cc1ccc(/C=N/Nc2nc(N3CCOCC3)nc(N3CCOCC3)n2)o1 | 0 | 6 | 1 | 1 | 1 | -10 | -3 | -12 | -1.6 | 2
7 | O=C(CCc1ccccc1)N[C@H]1[C@@H](OC(=O)C2CC2)CCC[C@@]12C(=O)N(Cc1ccccc1)c1ccccc12 | -2 | 1 | / | -5 | 3 | -1 | 4 | / | / | -7
8 | Cc1ccc(OCCC(=O)Nc2ccc(F)c(F)c2)cc1 | -2 | 1 | -12 | 0 | 1 | 6 | -2 | 12 | -3.1 | -6
9 | Brc1ccc(OCCCOc2cccc3cccnc23)cc1 | 4 | 5 | -29 | 5 | -4 | 5 | -4 | 5 | -0.7 | -24
10 | CN(C)c1cc2c(c(N(C)C)c1)C(=O)c1ccccc1C2=O | 2 | -6 | 41* | 0 | 8 | 10 | 0 | -5 | -27 | 41*

This part in full, from the first entry:
# | Molecule | NR1D1 modulator | LEDGF integ inh | HTRA1 inhibitor | SIAE inh | rCAG RNA binder | TDP2 inh | PRMT1 inh | TCR-CD3 inh | PG9 binder | mABHD4 FP
1 | O=C(Nc1ccc(Cl)cc1)c1ccc(OCC2CCCO2)cc1 (stereo not given) | -2 | 0 | 2 | 2 | -3 | -9 | -8 | 5 | 1.1 | -2
2 | Cc1ccc(Cn2nc(C)c(NC(=O)c3cc(C)no3)c2C)cc1 | 3 | 0 | -1 | -2 | -2 | 0 | 2 | -2 | 0.5 | -1
3 | Cc1ccc(N=C2N=C(N)c3ccccc32)c(C)c1 | 0 | -4 | 0 | 1 | 1 | 1 | 0 | 3 | -1.4 | -6
4 | O=C(O)CSc1nnnn1-c1ccccc1 | -1 | 0 | 2 | 3 | -1 | 4 | -2 | 0 | -1.2 | 0
5 | Cc1nnc(SCC(=O)Nc2cc(Cl)ccc2Cl)n1CC1CCCO1 (stereo not given) | 1 | -6 | 2 | -2 | -3 | -1 | 6 | 0 | -2.9 | -1
6 | Cc1ccc(/C=N/Nc2nc(N3CCOCC3)nc(N3CCOCC3)n2)o1 | 0 | 6 | 1 | 1 | 1 | -10 | -3 | -12 | -1.6 | 2
7 | O=C(CCc1ccccc1)N[C@H]1[C@@H](OC(=O)C2CC2)CCC[C@@]12C(=O)N(Cc1ccccc1)c1ccccc12 | -2 | 1 | / | -5 | 3 | -1 | 4 | / | / | -7
8 | Cc1ccc(OCCC(=O)Nc2ccc(F)c(F)c2)cc1 | -2 | 1 | -12 | 0 | 1 | 6 | -2 | 12 | -3.1 | -6
9 | Brc1ccc(OCCCOc2cccc3cccnc23)cc1 | 4 | 5 | -29 | 5 | -4 | 5 | -4 | 5 | -0.7 | -24
10 | CN(C)c1cc2c(c(N(C)C)c1)C(=O)c1ccccc1C2=O | 2 | -6 | 41* | 0 | 8 | 10 | 0 | -5 | -27 | 41*
11 | CC(C)(C)c1cc(CN2CCC(O)CC2)cc(C(C)(C)C)c1O | 8 | -1 | 1 | -2 | -2 | -6 | 4 | -3 | 0.7 | 4
12 | Cc1ccc(/C=C/C(=O)OCC(=O)N2CC(=O)Nc3ccccc32)o1 | 3 | 2 | -2 | -2 | 1 | 0 | 3 | 1 | -2.7 | -1
13 | Cc1cc(C)nc(N2CCCC(C(=O)NCCC3=CCCCC3)C2)n1 (stereo not given) | -5 | 0 | 7 | -5 | -6 | -2 | 1 | -6 | 1.4 | -3
14 | COCCC(=O)N1CCC(Oc2ccc(C(=O)N(C)CCCC3CCCC3)cc2)CC1 | -4 | 3 | 1 | -1 | -9 | -22 | -2 | 2 | -0.2 | 11
15 | O=C(N/N=C/c1ccc(N2CCOCC2)cc1)c1ccc(O)cc1 | 2 | 0 | 4 | 9 | 2 | 5 | 0 | -3 | -2.6 | -6

(list continues)
# | Molecule | NR1D1 modulator | LEDGF integ inh | HTRA1 inhibitor | SIAE inh | rCAG RNA binder | TDP2 inh | PRMT1 inh | TCR-CD3 inh | PG9 binder | mABHD4 FP
16 | COCCNC(=O)C(c1ccc(C)cc1)N(Cc1cccs1)C(=O)CCC(=O)Nc1ccccn1 (stereo not given) | -4 | -8 | -49 | 5 | -8 | -14 | 7 | 0 | 2.3 | 0
17 | CC(=O)Nc1sc(C)c(C)c1C(=O)OCC(=O)Nc1cc(S(=O)(=O)N2CCCCC2)ccc1Cl | 2 | -1 | 3 | 10 | 1 | 0 | -6 | 6 | -2.8 | 0
18 | C=CCn1cccc(C(=O)Nc2ccc(F)cc2)c1=O | 2 | 2 | 8 | -5 | -2 | -12 | 1 | 4 | 0.2 | 0
19 | Nc1ncnc2c1ncn2[C@@H]1O[C@H](CO)C[C@H]1O | -1 | 3 | 1 | -4 | 4 | -7 | -6 | 9 | -1.2 | -6
20 | Cc1ccc(C2CC(=O)Nc3cc4c(cc32)OCO4)o1 (stereo not given) | 1 | -2 | 0 | 6 | 0 | 8 | 3 | -2 | 0.7 | 3
21 | COC(=O)c1cc(S(=O)(=O)N2CCCCC2C)c[nH]1 (stereo not given) | 1 | 1 | 7 | -2 | -2 | -8 | 3 | -4 | 0.5 | -11
22 | CCCN1CCN(C(=O)c2ccc(-c3ccc([N+](=O)[O-])cc3)o2)CC1 | -8 | -2 | 0 | 3 | 5 | -7 | 12 | 10 | -3.4 | 8
23 | CCCC(CCC(=O)NC1CCCCC1)C(=O)O (stereo not given) | 3 | -2 | -3 | 10 | -1 | 9 | 2 | 1 | 1.8 | 9
24 | O=C(c1cc2ccccc2o1)N(Cc1nnc(-c2ccccc2Cl)o1)C1CC1 | 11 | -4 | -18 | 8 | -4 | 17 | 3 | -1 | 1.4 | -1
25 | CN(C)C(=O)c1cc(F)ccc1Sc1cc(Cl)ccc1Cl | 4 | 0 | -2 | 6 | -6 | 7 | 0 | -2 | 0.1 | -5
26 | COc1ccc(CCNC(=O)COC(=O)/C=C/c2ccc3c(c2)OCO3)cc1OC | 1 | 7 | -3 | 4 | -1 | -2 | -4 | 0 | -0.9 | 0
27 | C=CCC(NCc1ccco1)c1ccc(OC)cc1 (stereo not given) | 8 | 1 | -1 | 3 | -2 | -2 | -1 | 1 | -6.2 | -1
28 | O=C(CSc1ccc(Cl)cc1)OCC(=O)N1CCN(c2ccccc2)CC1 | 1 | -4 | -1 | 0 | -7 | 17 | 2 | -1 | -0.8 | 3
29 | CCCN1CCc2c(sc(NC(=O)C3CCN(S(=O)(=O)c4cccs4)CC3)c2C(N)=O)C1 | -1 | 3 | -7 | 4 | -5 | 2 | 1 | 0 | 0.1 | -1
30 | Cc1ccc(-n2c(C)cc(C)c(C#N)c2=O)cc1C | 3 | 0 | 2 | 4 | 0 | 1 | -1 | 9 | -2.6 | 6

Additional records follow.
# | Molecule | NR1D1 modulator | LEDGF integ inh | HTRA1 inhibitor | SIAE inh | rCAG RNA binder | TDP2 inh | PRMT1 inh | TCR-CD3 inh | PG9 binder | mABHD4 FP
31 | CC(=O)Nc1ccc(-c2ccnc3c2CC(C(=O)NCCC(F)(F)F)O3)cc1 (stereo not given) | -3 | 1 | / | 3 | 1 | -12 | -6 | 10 | 0.3 | 7
32 | COc1ccc(OCC(=O)N/N=C\c2ccco2)cc1 | -3 | 3 | -2 | -1 | -2 | 1 | 1 | -3 | 0.4 | 9
33 | O=C(NCCN1CCc2ccccc2C1)C1CC(=O)N(C2CCCC2)C1 (stereo not given) | 1 | 3 | 3 | 1 | 0 | -15 | -1 | -3 | -0.1 | 1
34 | Cc1ccc(OCCSc2nc3ccccc3n2CC(=O)O)c(C(C)C)c1 | -3 | -4 | -12 | -1 | 38* | -9 | 0 | 9 | -1.5 | 2
35 | COc1ccc(N=C2NC(=O)/C(=C/c3ccco3)S2)cc1 | -3 | 12 | 14 | 14 | 31 | -7 | 6 | 5 | -4.4 | 33*
36 | COc1ccc([C@H]2CC(=O)C=C(c3cccc(OC(F)(F)F)c3)C2)cc1 | 6 | -2 | -33 | -6 | 1 | -3 | 0 | -4 | 0.3 | -3
37 | CC(Oc1cccc2cccnc12)C(=O)N/N=C/c1ccc2c(c1)OCO2 (stereo not given) | -1 | 1 | -4 | 2 | 1 | 8 | 0 | -1 | -1.8 | 2
38 | Cc1ccc2[nH]cc(S(=O)(=O)c3ccc(C)c(C)c3)c(=O)c2c1 | 56* | -3 | -1 | -1 | 3 | 10 | -1 | 3 | -2.3 | -1
39 | Cc1ccc(S(=O)(=O)N(Cc2cc3ccccc3[nH]c2=O)CC2CCCO2)cc1 (stereo not given) | -2 | 4 | -7 | 1 | -2 | 7 | 0 | 5 | -0.8 | -1
40 | Cc1ccc(-n2nc(CN3CCOCC3)c(-c3ccccc3)c2N)cc1Cl | 6 | 2 | 3 | 5 | -7 | 3 | -3 | 1 | 0.2 | 2
41 | CCc1cccc2c1NC(=O)[C@]21[C@@H]2C(=O)N(Cc3ccccc3)C(=O)[C@@H]2[C@@H]2CCCN21 | 3 | 1 | -16 | -8 | 2 | -2 | 2 | -2 | 0.8 | 4
42 | CCOc1ccc2nc(SC3CC(=O)N(c4ccc(C)cc4)C3=O)sc2c1 (stereo not given) | -3 | -1 | 2 | 8 | -2 | 9 | 5 | 2 | 2.4 | -10
43 | COc1ccc2c(c1)C=C(CN1CCC(CO)(CCc3ccccc3)CC1)CO2 | 0 | -1 | -33 | 2 | -8 | 7 | 0 | 4 | -0.2 | -2
44 | Cc1nn(Cc2ccccc2Cl)c(C)c1C(=O)NCC(c1cccs1)N1CCOCC1 (stereo not given) | -1 | 2 | 0 | 10 | -10 | 4 | 1 | 0 | 0.8 | -4
45 | COc1cccc(CC2(CO)CCN(Cc3ccc(NC(C)=O)cc3)CC2)c1 | 3 | 1 | 3 | 3 | -6 | -1 | -3 | -6 | 0.3 | 5
46 | N/C(=N\OC(=O)C12CC3CC(CC(C3)C1)C2)c1ccccc1 | -1 | 0 | 3 | 3 | -1 | 13 | -1 | 1 | 1.6 | 3
47 | CCN(C(=O)CSc1nc(-c2ccccc2)c(-c2ccccc2)[nH]1)C1CCS(=O)(=O)C1 (stereo not given) | 2 | -1 | -1 | 6 | 0 | 4 | 8 | 7 | -0.6 | -5
